hIAP inh: blocks human intestinal alkaline phosphatase; purified IAP, CDP-Star luminescence, 30 min; inhibition, % at 10 µM; hit rate 0.12% among 330,000;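 active = inhibition reaching a set limit with compound at 10 µM in the primary screen, cut at about 35% in these data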;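 note: plate controls were DMSO wells with enzyme for no effect and no-enzyme buffer wells for full effect; values of inactives mirror those of a sister screen read the other way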
Target sequence (P09923 whole entry, looked up): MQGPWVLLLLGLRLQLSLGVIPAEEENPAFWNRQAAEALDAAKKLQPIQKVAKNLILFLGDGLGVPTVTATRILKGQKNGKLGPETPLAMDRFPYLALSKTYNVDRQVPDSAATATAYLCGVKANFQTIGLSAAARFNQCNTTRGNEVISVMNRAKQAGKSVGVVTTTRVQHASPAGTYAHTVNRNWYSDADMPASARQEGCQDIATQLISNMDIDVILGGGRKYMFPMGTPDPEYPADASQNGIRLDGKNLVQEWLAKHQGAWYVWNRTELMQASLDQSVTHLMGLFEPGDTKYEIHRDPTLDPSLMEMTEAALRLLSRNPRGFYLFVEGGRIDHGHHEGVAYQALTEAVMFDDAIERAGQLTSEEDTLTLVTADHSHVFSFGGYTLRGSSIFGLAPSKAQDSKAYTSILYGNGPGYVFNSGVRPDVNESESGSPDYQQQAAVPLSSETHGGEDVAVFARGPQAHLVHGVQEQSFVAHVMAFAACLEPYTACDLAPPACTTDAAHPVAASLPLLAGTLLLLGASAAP
mIAP activ: mouse IAP activation; muIAP, CDP-Star luminescence, 30 min; active compounds read high; 1 = vehicle-only enzyme signal, 0 = enzyme-free wells; activation factor at 10 µM; hit rate 0.24% among 330,000; AID 2805;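 active = activation factor of at least 2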; note: the source names both 10 and 20 µM as test concentration; values of inactives mirror those of a sister screen read the other way
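System: Mouse IAP enzyme | Also added: CDP-Star substrate | Dosing: Compounds dispensed in DMSO | Schedule: 30 min enzyme-substrate-compound incubation at room temperature | Technique: Chemiluminescence readout | Control set: DMSO-only wells and no-enzyme negative control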
hIAP activ: human IAP activation; purified human IAP, CDP-Star luminescence, 30 min; active compounds read high; 1 = vehicle-only enzyme, 0 = enzyme-free background; hit rate 0.16% among 330,000; P09923; activation factor at 10 µM;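 active = activation factor of the enzyme at least 2-fold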; note: the source names both 10 and 20 µM as test concentration; values of inactives mirror those of a sister screen read the other way
mIAP block: mouse IAP inhibition; AID 2806; hit rate 0.2% among 330,000; purified mouse IAP, CDP-Star luminescence, 30 min; inhibition, % at 10 µM;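 active = inhibition of at least 40% at 10 µM in the primary screen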;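 note: plate controls were DMSO with enzyme for no effect and no enzyme wells for full effect; values of inactives mirror those of a sister screen read the other way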
ATG4B inh: blocks human ATG4B protease cleavage of LC3 substrate; Q9Y4P1; ATG4B cleavage of LC3-PLA2, NBD-HPC fluorescence, 1 h; inhibition, % at 8.33 µM; hit rate 0.51% among 340,000; in the data active = inhibition above about 40%
Target sequence (Q9Y4P1 whole entry, looked up): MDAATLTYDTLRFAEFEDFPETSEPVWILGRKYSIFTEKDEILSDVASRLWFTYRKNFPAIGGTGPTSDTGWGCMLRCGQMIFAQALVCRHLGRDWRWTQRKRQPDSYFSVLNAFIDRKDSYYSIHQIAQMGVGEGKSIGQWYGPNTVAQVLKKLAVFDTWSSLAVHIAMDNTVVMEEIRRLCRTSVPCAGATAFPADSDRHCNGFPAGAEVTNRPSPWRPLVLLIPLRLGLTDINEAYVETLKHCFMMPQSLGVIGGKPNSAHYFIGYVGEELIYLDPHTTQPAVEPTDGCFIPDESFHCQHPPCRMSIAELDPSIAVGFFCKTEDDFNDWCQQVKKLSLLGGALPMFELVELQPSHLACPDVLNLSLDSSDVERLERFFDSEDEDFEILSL
PfG6PD inh: PfG6PD (Plasmodium falciparum) enzyme inhibition; hit rate 0.78% among 350,000; inhibition, % at 20 µM; PfGluPho enzyme, NADPH resazurin-diaphorase fluorescence; AID 504690;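 active = inhibition reaching at least a set limit at 20 µM in the primary screen, cut at about 59% in these data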;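 note: 0% = DMSO wells with substrate and 100% = DMSO wells lacking glucose-6-phosphate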
APOBEC3A inh: human APOBEC3A DNA deaminase inhibition; hit rate 0.41% among 330,000; inhibition, % at 20 µM; recombinant A3A, FAM/TAMRA ssDNA deamination fluorescence; P31941;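 active = at least 40% inhibition at 20 µM here, with at most 30% in a related deaminase screen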;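 note: plate controls were A3A with DMSO for no effect and wells lacking A3A enzyme for full effect; some results filed as inactive read as strong as hits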
HKDC1 inhibitor: inhibitors of human hexokinase HKDC1; hit rate 0.16% among 340,000; AID 493160; inhibition, % at 20 µM; recombinant HKDC1, G6PDH/diaphorase resazurin coupled fluorescence;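 active = inhibition above about 35% when tested at 20 µM, limit read from the data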;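 note: plate controls were DMSO wells with enzyme for no effect and DMSO wells lacking enzyme for full effect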
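Assay system – recombinant HKDC1 (HK5) hexokinase enzyme, produced in-house · Input – HKDC1 at 5 µg/mL · Reagent – glucose plus 1 mM ATP as hexokinase substrates · Timing – 90 min reaction incubation at room temperature, dark · Measured by – G6PDH/diaphorase-coupled fluorescence, 1 mM NADP, 100 µM resazurin, 525/613 nm · Benchmarks – DMSO-enzyme wells negative, buffer-substituted wells positive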
Active calls of the source: *.

Each structure is followed by: hIAP inh	mIAP activ	hIAP activ	mIAP block	ATG4B inh	PfG6PD inh	APOBEC3A inh	HKDC1 inhibitor
> CCc1cc(OCCCCNCc2ccccc2)ccc1Cl
 : 8	0.94	0.92	6	9	9	-1	-7
> COc1ccc(Cc2nc3ccc(C(=O)N(C)CCCN4CCOCC4)cc3o2)cc1
 : -7	0.9	1.1	10	-6	8	-1	0
> COc1ccc(-c2ccc(SCC(=O)N3CCOCC3)nn2)cc1
 : 7	1	0.93	-1	5	-3	3	-6
> N#Cc1ccc(CN2CCN(C(=O)CCNS(=O)(=O)c3ccc(F)c(Cl)c3)CC2)cc1
 : -6	1	1.1	0	-7	5	-1	-4
> CCC1(c2cccc(Cl)c2)NC(=O)N(Cc2cc(C(=O)OC)c(C)o2)C1=O (stereo not given)
 : 14	1	0.86	-4	9	6	1	-1
> Cc1ccc2c(c1)N(C(=O)CCC(=O)N1CCCCC1)CCO2
 : 5	1	0.95	-4	13	-6	-1	0
> Cc1cc2c(cc1S(=O)(=O)Nc1ccc(F)cc1)n(C)c(=O)c(=O)n2C
 : 6	1.1	0.94	-11	-7	1	3	1
> CC(C)CN(C(=O)CN1CCN(c2ccc(F)cc2)CC1)c1c(N)n(CC(C)C)c(=O)[nH]c1=O
 : 4	0.98	0.96	2	-3	3	2	-5
> Cc1ccc(S(=O)(=O)N2CCN(C(=O)Cc3ccccc3)CC2)cc1C
 : 7	0.91	0.93	9	-1	2	2	-6
> CCCCn1c(N)c(N2CCOCC2)c(=O)n(CC(=O)NCCc2ccccc2)c1=O
 : -16	1	1.2	-3	1	-14	0	-3

Individual results from the results shown:
COc1ccc(-c2ccc(SCC(=O)N3CCOCC3)nn2)cc1 in mIAP block: -1
Cc1ccc(S(=O)(=O)N2CCN(C(=O)Cc3ccccc3)CC2)cc1C in APOBEC3A inh: 2

Of the compounds above, these have an aryl methoxy group.
Each structure is followed by: hIAP inh	mIAP activ	hIAP activ	mIAP block	ATG4B inh	PfG6PD inh	APOBEC3A inh	HKDC1 inhibitor
> COc1ccc(Cc2nc3ccc(C(=O)N(C)CCCN4CCOCC4)cc3o2)cc1
 : -7	0.9	1.1	10	-6	8	-1	0
> COc1ccc(-c2ccc(SCC(=O)N3CCOCC3)nn2)cc1
 : 7	1	0.93	-1	5	-3	3	-6

Next section:
Each structure is followed by: hIAP inh	mIAP activ	hIAP activ	mIAP block	ATG4B inh	PfG6PD inh	APOBEC3A inh	HKDC1 inhibitor
> COc1cccc(/C=N/NC(=O)c2cccc3ccccc23)c1
 : 2	1.1	0.98	-6	0	12	0	-1
> COCCN(C(=S)Nc1c(C)cccc1C)C(C)c1cccs1 (stereo not given)
 : 3	0.99	0.97	1	-4	3	8	-6
> Cc1ccc(S(=O)(=O)N(C)/N=C2/C(=O)N(CC(=O)O)c3ccccc32)cc1
 : -6	1.2	1.1	-18	6	-8	6	-2
> NC(=O)COC(=O)CSc1ccc2ccccc2c1
 : 3	1	0.97	-4	-7	11	-1	1
> COc1ccc(-c2csc(NC(=O)CSC(C)C(=O)Nc3cc(C)on3)n2)cc1OC (stereo not given)
 : -5	0.94	1	6	-2	2	-2	8
> O=C(NCc1n[nH]c(=S)n1-c1cccc(Cl)c1)c1cccs1
 : -3	0.96	1	4	2	25	-4	-5
> Nc1nc(CSc2nnc(-c3cccc(F)c3)n2-c2ccccc2)nc(N2CCOCC2)n1
 : -2	0.99	1	1	-7	-6	2	-10
> COc1ccc(S(=O)(=O)Nc2ccccc2OC)cc1N=Nc1c(O)[nH]c(=S)[nH]c1=O
 : 11	0.69	0.89	31	-4	-8	4	2
> CCn1nnc2cc(C(=O)Nc3cc(S(C)(=O)=O)ccc3Cl)ccc21
 : -2	0.97	1	3	5	-2	0	-11
> O=C(NC1CC1)c1ccc(CS(=O)c2ccc(Br)cc2)o1 (stereo not given)
 : -22	1	1.2	-1	2	-10	-5	-6
> COc1ccc2[nH]c(=O)c(CN(CCc3ccccc3)C(C)=O)cc2c1
 : 9	1.1	0.91	-9	-9	-5	4	10
> CCC(Sc1nnc(C)s1)C(=O)Nc1nccs1 (stereo not given)
 : -4	0.93	1	7	-10	12	-2	-2
> Cc1ccc(S(=O)(=O)N(C)c2ccc(OC(C)C(=O)N3CCCC3)cc2)cc1C (stereo not given)
 : 6	1	0.94	0	10	4	0	-1
> COc1ccc2c(c1)C(=O)N1[C@H]3c4cc(C)ccc4OC[C@@H]3[C@H](c3ccccc3)[C@]1(C)C(=O)N2
 : 9	1	0.91	-1	-9	-12	0	-4
> CCOc1ccccc1N1CCN(CC(O)COc2ccc3c(C)cc(=O)oc3c2)CC1 (stereo not given)
 : 17	1.1	0.83	-8	-19	-12	-7	13
> CCCCNC(=O)N1CCOCCOCCN(C(=O)NCCCC)CCOCCOCC1
 : -3	1	1	-4	1	-24	0	-8
> OC1(C#CCCN2CCCCC2)c2ccccc2-c2ccccc21
 : 12	1	0.88	0	-3	4	1	-7
> NS(=O)(=O)c1ccc(NC(=O)COC(=O)c2ccc3c(c2)OCCO3)cc1
 : -5	1.1	1.1	-6	-8	3	-2	-3
> CCCS(=O)(=O)N1CCCC(c2nc(-c3cccc(OC)c3)no2)C1 (stereo not given)
 : 16	0.95	0.84	4	11	-1	3	-7
> CC(C)CC(=O)NC(=S)N1CCCCCC1
 : -13	1.1	1.1	-8	-6	1	-1	-4
> COc1ccc(C(OC(=O)c2cccs2)C(=O)NCC2CCCO2)cc1 (stereo not given)
 : -1	0.95	1	5	4	-5	-1	3
> CCCCc1cc(=O)oc2c(C)c(OCC(=O)N3C[C@H]4C[C@@H](C3)c3cccc(=O)n3C4)ccc12
 : 14	0.9	0.86	10	-9	5	-3	-2
> Cc1cccc(C)c1NC(=O)CN(c1ccccn1)S(=O)(=O)c1ccc(F)cc1
 : -12	0.97	1.1	3	-8	-2	-4	-11
> O=C(NCc1ccccc1)C1CCCN(S(=O)(=O)c2ccc(Br)cc2)C1 (stereo not given)
 : 2	1.2	0.98	-16	-2	1	3	-3
> COC(=O)c1ccccc1NC(=O)Cn1nnc(-c2ccc(OC)cc2)n1
 : 3	0.94	0.97	6	1	-1	-2	-8
> COC(=O)c1ccc(NC(=O)Nc2ccc(OC)cc2)cc1
 : -20	2	1.2	-98	-7	-4	-4	-6
> COc1ccc(C(C#N)c2cnccn2)cc1OC (stereo not given)
 : -16	0.94	1.2	6	6	-4	2	-7
> O=C(OCc1cc2ccccc2[nH]c1=O)c1ccco1
 : -38	1	1.4	-4	6	16	-1	-10
> COCCCN(Cc1ccco1)C(=O)c1cc2c(s1)-c1ccc(Cl)cc1S(=O)(=O)C2
 : 1	1	0.99	-2	2	-13	-1	-9
> Cc1ccc(C)c(NC(=O)CN(C)C(=O)CSCc2c(C)noc2C)c1
 : 1	0.91	0.99	9	-5	9	16	-2
> CCOC(=O)[C@H]1[C@H]2COc3ccccc3[C@@H]2N2C(=O)[C@@H](CO)NC(=O)[C@@]12C
 : -14	1.1	1.1	-6	-8	0	1	-5
> CC(C)(C)c1ccc(C(=O)c2c[nH]c(C(=O)NCC3CCCO3)c2)cc1 (stereo not given)
 : 22	0.98	0.78	2	4	-3	-2	0
> Cc1c(-n2c(SCC(=O)NC(C)C(C)C)nc3ccccc3c2=O)c(=O)n(-c2ccccc2)n1C (stereo not given)
 : -2	0.97	1	3	-8	12	-1	-3
> O=C(O)c1ccn2c(C(=O)c3ccc(Cl)cc3)c(-c3ccccc3)cc2c1
 : -14	0.84	1.1	16	20	-16	-2	2
> NC(=O)c1c(NC(=O)CN2C(=O)NC(Cc3ccccc3)C2=O)sc2c1CCC2 (stereo not given)
 : 2	0.87	0.98	13	-4	2	14	-3
> C/C(=N\N=C1/SC(CC(=O)O)C(=O)N1c1ccccc1)c1ccc(C)cc1 (stereo not given)
 : -13	1	1.1	-2	-9	8	-3	-7
> Cc1c(C)c2c(OCC(=O)NC3CC3)cc3c(c2oc1=O)CCC(C)(C)O3
 : -3	0.94	1	6	9	16	1	12
> Cc1ccc(N2CC(C(=O)NCc3ccc(C)n3C)CC2=O)cc1 (stereo not given)
 : 3	1	0.97	-1	1	3	-8	6
> CC(NC(=O)COC(=O)C1(C)CC1(Cl)Cl)c1ccccc1 (stereo not given)
 : 10	1	0.9	-2	8	-10	0	-1
> CCCCn1c(C(C)NC(=O)CCC)nc2ccccc21 (stereo not given)
 : -10	1.1	1.1	-7	-3	-5	-1	-3
> NNC(=O)c1csc(CS(=O)(=O)c2ccc(Cl)cc2)n1
 : -15	1	1.2	-4	-4	-4	2	-2
> NC(=O)c1ccc(C2SCC(=O)N2Cc2ccccc2)cc1 (stereo not given)
 : 3	1	0.97	-2	-7	-3	-1	-4
> CCOc1ccc(/C=N\NC(=O)CC(=O)NCCc2ccccc2)cc1
 : 6	1	0.94	-1	-5	-4	-10	-4
> CCC(=O)OC1(C)C(=O)C2=COC(c3ccc(OC)cc3)=CC2=C(Br)C1=O (stereo not given)
 : 13	1	0.87	-5	9	26	7	45*
> CCOC(=O)C1CCN(C(=O)CCc2nc3sc4c(c3c(=O)[nH]2)CCCC4)CC1
 : -10	0.94	1.1	6	0	-1	3	2
> CC(C)CNC(=O)c1ccc(COc2ccc(Cl)cc2Cl)o1
 : -5	1.1	1	-13	-1	-22	-3	-2
> CCC(C)(C)n1nnnc1C(c1ccccc1)N1CCN(Cc2ccccc2)CC1 (stereo not given)
 : -9	1.1	1.1	-6	3	-11	-2	10
> CCc1ccc(C(=O)CSc2nc(N)cc(=O)[nH]2)cc1
 : 0	0.94	1	6	-2	-8	-2	-2
> O=C1N(Cc2cccc(Cl)c2)C[C@@H]2C[C@@H](c3c[nH]c4ccccc34)N3CCC[C@@]123
 : 9	0.92	0.91	8	-6	16	4	2
> c1ccc(-n2ncc3c2ncn2nc(CSc4nc5ccccc5s4)nc32)cc1
 : 33	0.84	0.67	16	-3	8	-1	-4
> Cc1ccc2cc(CN(CC3CCCO3)S(=O)(=O)c3ccccc3)c3nnnn3c2c1 (stereo not given)
 : 16	0.97	0.84	3	4	14	1	-1
> O=C(O)c1c(C(=O)O)c(-c2ccc(F)cc2)n2c1CCC2
 : -4	0.97	1	3	-3	3	-2	-3

Screening results deposited in PubChem BioAssay by Sanford-Burnham Center for Chemical Genomics.
